TTR transcr act: TTR transcription activators in neuroblastoma reporter cells, primary screen, cell-based, luminescence, SH-SY5Y, TTR promoter Gaussia luciferase; 92,000 compounds, 1.3% hits; 100% = recombinant luciferase protein wells; activation, % at 16.7 µM; AID 1117267, 2014;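 active = activation above the mean of all tested compounds plus 3 SD, cut at about 9.5% in these data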;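 note: cells exposed to compounds for one day before reading; 0% = median of all test compound wells on the plate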
Numbers without * were called inactive. The list is partial (hit frequency here may not be typical).

Compound | TTR transcr act
COc1ccc(-c2noc(CN(C)C(=O)c3ccco3)n2)cc1 | -1.8
O=C(c1ccc2c(c1)OCO2)N1CCN(C(=O)c2ccco2)CC1 | -0.4
COc1ccc(-c2nn(-c3ccccc3)cc2C(=O)O)cc1 | -0.6
O=C(CN1C(=O)CNC1=O)Nc1cc(Cl)cc(Cl)c1 | -1.8
O=C(CCC(=O)Nc1cccc([N+](=O)[O-])c1)N/N=C/c1cccs1 | -0.5
O=C(Cc1cccc(NC(=O)C2CCCN(C(=O)C3CC3)C2)c1)Nc1cccc(C(=O)N2CCCCC2)c1 (stereo not drawn) | 0.4
COCCN(C(=O)CCC(=O)Nc1cc(C)on1)C(C(=O)NC(C)(C)C)c1cccc(OC)c1OC (stereo not drawn) | 8.8
Cc1ccc(C(=O)N/N=C/c2cccc3ccccc23)cn1 | 1.1
NS(=O)(=O)c1ccc(CCNc2nc(CN3CCOCC3)nc3sc4c(c23)CCC4)cc1 | -0.2
CCCN(C(=O)c1cn(CC)c2nc(C)ccc2c1=O)c1c(N)n(Cc2ccccc2)c(=O)[nH]c1=O | -0.1
CCCCOc1ncnc2c1[nH]c1ccc(C)cc12 | -4.2
Cc1cccc(C)c1OCc1cc(C(=O)N2CCN(c3ccc(F)cc3)CC2)no1 | -3.1
CN1CCN(S(=O)(=O)c2cccc(C(=O)N3CCN(c4ccccc4F)CC3)c2)CC1 | 1.4
C=CCn1c(CSc2nc3ccccc3s2)nnc1SCC(=O)NCCN1CCOCC1 | -2.1
CCc1c(C)nc2c(-c3ccccc3OC)c(C)[nH]n2c1=O | -0.6
NC1=C([N+](=O)[O-])C(c2ccccc2)C2=C(CCCC2=O)O1 (stereo not drawn) | 1.3
O=C(Nc1nc(-c2ccccn2)cs1)c1cc(S(=O)(=O)N2CCOCC2)ccc1F | 0.0
O=C(COc1ccc(Br)cc1)OCC(=O)N1CCOCC1 | 1.3
O=C(NCc1ccc2c(c1)OCO2)c1cc(-c2ccccc2Cl)on1 | 0.8
O=C(Oc1cccc([N+](=O)[O-])c1)C1CCN(C(=O)c2ccc(F)cc2)CC1 | -3.6

The closing 3 records of the section before are carried over, then new ones follow:
Compound | TTR transcr act
O=C(COc1ccc(Br)cc1)OCC(=O)N1CCOCC1 | 1.3
O=C(NCc1ccc2c(c1)OCO2)c1cc(-c2ccccc2Cl)on1 | 0.8
O=C(Oc1cccc([N+](=O)[O-])c1)C1CCN(C(=O)c2ccc(F)cc2)CC1 | -3.6
COc1ccccc1P(=O)(c1ccccc1)c1ccccc1NC(C)=O (stereo not drawn) | 0.3
CC(=O)Nc1ccc(Nc2nc(C)cc(C)n2)cc1 | -1.3
COc1ccc(S(=O)(=O)N2CCOCC2)cc1NC(=O)CN1C(=O)NC(C)(C2CC2)C1=O (stereo not drawn) | -0.5
C=CCn1c(SC)nnc1C1COc2ccccc2O1 (stereo not drawn) | -1.5
COC(=O)c1ccc2nc(C3CCCCC3)c3c(c2c1)CCC3 | 0.8
O=C(Oc1coc(CSc2nnc(NC(=O)C3CC3)s2)cc1=O)c1c(F)cccc1F | -1.4
O=C(Cc1cccs1)Nc1ccc(S(=O)(=O)Nc2ncccn2)cc1 | 3.9
COc1ccc(S(=O)(=O)Nc2ccc(S(=O)(=O)Nc3ccc(F)cc3)cc2)cc1C | 2.7
O=C(Nc1nccs1)C(NS(=O)(=O)c1ccc(Br)s1)c1ccccc1 (stereo not drawn) | -1.3
CCOC(=O)c1cnc2ccc(Br)cc2c1NCCCN1CCOCC1 | 0.2
Cc1cc(NS(=O)(=O)c2ccc(NC(=S)NC(=O)c3ccc(C(C)(C)C)cc3)cc2)no1 | 1.9
Cc1ccc(-c2csc(/C(C#N)=C/Nc3ccccc3SC(F)(F)F)n2)cc1 | 3.6
CCn1c(SCC(=O)NC2CC2)nnc1-c1ccccn1 | 2.8
CCOc1ccc(S(=O)(=O)N(C)c2ccc(OCC(=O)NCCc3ccc(OC)cc3)cc2)cc1 | -1.7
COc1ccccc1CNC(=O)Cn1nnc(-c2ccncc2)n1 | 3.0
CN1CCN(C(=O)Nc2ccccc2)CC1 | 1.5
O=C(CN(C(=O)CNC(=O)c1ccco1)c1ccc2c(c1)OCO2)NC1CCCCC1 | 0.9
COc1ccc(C(=O)NCc2cccnc2)cc1Br | -1.6
CC(C)(C)n1ncc(Oc2ccccc2[N+](=O)[O-])c(Cl)c1=O | -1.1
O=C(O)CSc1cccc2cccc(C(=O)O)c12 | 1.1
O=C(NCCc1ccccc1)c1cc2sccc2n1Cc1ccccc1 | -1.4
Cn1c(=O)c2[nH]c(C3CC=CCC3)nc2n(C)c1=O (stereo not drawn) | -0.9
CC1CCCC(NC(=O)c2nn(C)c3c2CS(=O)(=O)c2ccccc2-3)C1C (stereo not drawn) | -1.7
Cc1ccccc1OCC(=O)NCC(c1ccco1)N1CCCCC1 (stereo not drawn) | 1.3
CC(C)CN(C(=O)COC(=O)c1ccc([N+](=O)[O-])o1)C1CCS(=O)(=O)C1 (stereo not drawn) | -0.2
CCn1c(=O)c2sccc2n(CC(=O)NC2CCCC2)c1=O | 1.2
Cc1ccc2sc(NC(=O)c3ccc(N4C(=O)CCC4=O)cc3)nc2c1C | -1.4
Cc1cccc2cc(C3CC(c4cccs4)=NN3S(C)(=O)=O)c(Cl)nc12 (stereo not drawn) | 3.6
CN(C)C(=O)CS(=O)(=O)c1ccc(Cl)cc1 | -0.8
CC(C)C[C@@H](CO)N1CCN(Cc2ccc(O)cc2)CCC1=O | 3.1
COc1ccc(CCC(=O)N2CCc3ccccc32)cc1 | -0.2
Cc1sc2ncnc(N3CCC(C(=O)Nc4nc(-c5ccc(F)cc5)cs4)CC3)c2c1C | -3.0
CC(C(=O)Nc1ccc(F)c(F)c1F)N1CCCCCC1 (stereo not drawn) | 1.2
O=C(Nc1c(-c2ccc(F)cc2)nc2ncccn12)C1CC1 | -0.6
Cc1cn(CCC(=O)Nc2ccc(N3CCOCC3)cc2)c2ccccc12 | 4.7
CCC(=O)c1ccc(Oc2nc3c(c(=O)n(C)c(=O)n3C)n2CC)cc1 | -0.8
Cc1c(NC(=O)C(C)OC(=O)c2sc3ccccc3c2Cl)c(=O)n(-c2ccccc2)n1C (stereo not drawn) | 1.1
COc1ccc(S(=O)(=O)N2CCCC(C(=O)NCCC3=CCCCC3)C2)cc1 (stereo not drawn) | -3.9
COc1ccc2[nH]cc(C(O)CN3CCN(c4ccccc4F)CC3)c2c1 (stereo not drawn) | 1.8
C=CCN1C(=O)C(C)NC1=S (stereo not drawn) | 2.4
O=C(C1CCCCN1S(=O)(=O)c1ccccc1[N+](=O)[O-])N1CCCCC1 (stereo not drawn) | 0.7
CC1CC(C)CN(CCCNC(=O)CCNC(=O)Cn2ccc3ccccc3c2=O)C1 (stereo not drawn) | -0.8
COCCCNC(=O)c1ccc2c(=O)n(C3CCCC3)c(=S)[nH]c2c1 | -1.8
Cc1cc(-c2ccccc2)[nH]c(=O)c1C#N | 0.2
COC(=O)CNC(=O)CSc1ccccn1 | 0.6
CN(C(=O)CN1C(=O)S/C(=C\c2ccccc2Cl)C1=O)C1CCS(=O)(=O)C1 (stereo not drawn) | 4.3
O=C(CSc1nnc(-c2ccco2)o1)NC1CCCCCC1 | -1.6
Cc1ccc(/C=C(\C#N)C(=O)Nc2c(C)cccc2C)s1 | 1.4
C/C(N)=C(/C#N)C(=O)CSc1nncn1-c1ccccc1 | 0.7
O=C1C(=O)N(CCCn2ccnc2)C(c2cccc(Br)c2)/C1=C(\O)c1ccc2c(c1)OCCO2 (stereo not drawn) | -0.2
COc1ccccc1NC(=O)Nc1cc(F)ccc1F | -1.0
O=C(CSCc1ccccc1)Nc1ccccc1 | -1.3
Cn1c(=O)oc2cc(S(=O)(=O)N3CCCC(C(=O)NCCN4CCOCC4)C3)ccc21 (stereo not drawn) | 0.0
Cc1nn(C)c(C)c1CN(C(=O)C1CCC(=O)N(C2CCCCCC2)C1)C(C)C (stereo not drawn) | -1.3
COC(=O)/C(C#N)=C/c1occc1C | 3.6
CCOC(=O)N1CCc2c(sc3c2c(=O)n(Cc2ccccc2)c(=O)n3Cc2cccc(C)c2)C1 | -0.4
Cc1ccc(Nc2nc(N/N=C\c3ccc4c(c3)OCO4)nc(N3CCOCC3)n2)cc1 | -2.5
COc1ccc(NC(=O)C23CC4CC(C2)CC(n2cnc(Br)n2)(C4)C3)cc1Cl | 2.4
CCc1nc2c(OCc3cccc(Cl)c3)cccn2c1N(C)C(C)=O | 3.2
O=C(NCc1ccncc1)/C(=C\c1ccc(F)cc1)NC(=O)c1ccccc1 | 2.7

4 records picked at random from the list so far, as already listed:
Compound | TTR transcr act
CCC(=O)c1ccc(Oc2nc3c(c(=O)n(C)c(=O)n3C)n2CC)cc1 | -0.8
O=C(Oc1cccc([N+](=O)[O-])c1)C1CCN(C(=O)c2ccc(F)cc2)CC1 | -3.6
COc1ccc(NC(=O)C23CC4CC(C2)CC(n2cnc(Br)n2)(C4)C3)cc1Cl | 2.4
CN1CCN(S(=O)(=O)c2cccc(C(=O)N3CCN(c4ccccc4F)CC3)c2)CC1 | 1.4

Other structures
Compound | TTR transcr act
COc1ccc(CNS(=O)(=O)c2ccc(-c3cnc(C4CC4)o3)cc2)cc1 | -0.5
CC1(C(=O)O)CCC(C(=O)NC2CCCCC2)C1(C)C (stereo not drawn) | 0.8
CCC1CCC/C1=N\NC(=O)c1ccc(Cl)cc1 (stereo not drawn) | -1.2
COC(=O)CCN1CCN(S(=O)(=O)c2ccccc2Br)CC1 | 2.7
CC1CCN(C(=O)CCCN2C(=O)c3cccnc3Oc3ccc(Cl)cc32)CC1 | -1.5
N=c1ccn(Cc2ccc(F)cc2)cc1 | 0.1
CCn1c(O)c(C=NC2CCCC(C)C2C)sc1=S (stereo not drawn) | -1.1
CCc1nc2c(OCC(=O)C(C)(C)C)cccn2c1N(C=O)Cc1ccc(OC)cc1 | 6.2
Cc1cc(C)cc(NC(=O)C(OC(=O)c2sccc2C)c2ccccc2)c1 (stereo not drawn) | 6.8
c1cncc(-c2nc(NCCCN3CCOCC3)c3c4c(sc3n2)CCC4)c1 | 0.2
O=c1[nH][nH]c2c1[C@H](c1ccc(F)cc1)O[C@H](CCc1ccccc1)C2 | 0.0
CC(=O)c1ccc(OCc2cc(C(=O)N3CCN4CCCC4C3)no2)cc1 (stereo not drawn) | 2.1
COCC(C)n1c(C)cc(C(=O)CSc2nc(C)c(C)c(C)n2)c1C (stereo not drawn) | 1.9
Cn1c(SCC(=O)N2CCCC2)nc2ccccc21 | 2.7
COc1ccc(-c2nc(SC)n(S(=O)(=O)c3ccccc3)n2)cc1 | 1.0
COc1ccc(CC(=O)N/N=C(\C)c2ccc(Br)s2)cc1 | 1.6
CCN1CC=C2C(C#N)=C(N)C(C#N)(C#N)[C@H](c3cccc(OC)c3OC)[C@H]2C1 | 0.4
Cc1ccc(OCC(=O)Nc2ccccc2N2CCOCC2)c(C)c1 | -0.6
c1ccc(-c2csc(Cc3nnc4n3CCCCC4)n2)cc1 | -0.2
COC(=O)c1ccc(NC(=O)c2cccnc2)cc1 | -0.3

The closing 2 records of the section above come first, to join the parts:
Compound | TTR transcr act
c1ccc(-c2csc(Cc3nnc4n3CCCCC4)n2)cc1 | -0.2
COC(=O)c1ccc(NC(=O)c2cccnc2)cc1 | -0.3
COc1ccc(OC)c(S(=O)(=O)N2CCN(c3ccccc3)CC2)c1 | 0.2
CC(=O)N(C)c1cccc([N+](=O)[O-])c1 | 0.3
NC(=O)C1CCN(c2ncc(Br)s2)CC1 | 4.8
CCOC(=O)C1C(=O)CC(C)(O)C(C(=O)OCC)C1c1ccc(Br)cc1 (stereo not drawn) | -1.1
CCCCNC(=O)C[C@@H]1C(=O)N(CCc2ccc(Cl)cc2)C2=CCCC[C@]21C(=O)OCC | 1.5
COc1ccc(CN2CCN(c3ncccn3)CC2)c(OC)c1 | -1.5
Cc1cccc(C)c1NC(=O)C(C1CC1)n1c(-c2ccc(C(F)(F)F)cc2)nc2ccccc21 (stereo not drawn) | 1.2
CN(C)n1cccc1/C=C(\C#N)S(=O)(=O)c1cccc(Cl)c1 | -0.8
COc1cccc(/C=N/Nc2nc3ccccc3[nH]2)c1OC | -1.9
O=C1C(=O)N(CCS(=O)(=O)c2ccccc2)c2ccccc21 | -2.1
CCC(C(=O)NCc1ccco1)n1nc(C)c2c(C)n(-c3ccccc3)nc2c1=O (stereo not drawn) | 0.5
COC(=O)[C@@]1(Cc2ccc(OC)cc2)[C@H]2c3cc(C(=O)N(C)C)n(C[C@H](O)CO)c3C[C@H]2CN1C(=O)c1ccccc1 | 2.9
COc1ccc(C(NC(C)=O)c2nccc3cc(OC)c(OC)cc23)cc1OC (stereo not drawn) | 2.8
CC(=O)c1cc2c(cc1N/C(=N/S(=O)(=O)c1ccc(Br)cc1)c1ccccc1)OCO2 | -0.7
COc1ccc(Cn2ccnc2SCC(=O)Nc2cccc(NC(C)=O)c2)cc1 | -0.6
Cc1ccc(SCC2=NN(c3nc(C)cc(C)n3)C(=O)C2)cc1 | 2.6
O=C(COC(=O)CSc1nnc(-c2ccc(Cl)cc2)o1)Nc1cc(Cl)cc(Cl)c1 | -0.7
COC(=O)C1=C(O)/C(=C\c2ccc(CNC(=O)C(=O)Nc3ccc(C)c(C)c3)o2)N=C1C | -4.7
Cn1nc(Cc2n[nH]c(=S)n2C)c2ccccc2c1=O | -1.7
CN(C)c1ccc(/C=N/NC(=O)CCc2c[nH]c3ccccc23)cc1 | 0.6
